Screening results (PubChem)
TAG inh: inhibitors of triacylglycerol accumulation; AID 651582; H9c2 cells, Nile Red lipid (TAG) fluorescence; cells loaded with 200 µM oleic acid; inhibition, % at 12.5 µM; actives 0.66% (n = 230,000);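 active = pattern-corrected inhibition of lipid staining of at least 50% with the nuclear-stain viability signal not falling by more than 50%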;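 note: 0% = DMSO wells and 100% = triacsin C control wells; some results filed as inactive read as strong as hits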
TAG inh DAPI viability: also measured in TAG inh; calls as there; DAPI nuclei signal change (viability), lower = more cytotoxic, %;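 whole-well DAPI fluorescence read on a plate reader as a viability signal; minus 50 percent equals half of cells still viable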
The depositor's hits bear a star. Only part of the results is shown; the hit share may differ from the screen's.

The first two entries, to show the layout:
Below each compound – TAG inh DAPI viability | TAG inh
1. CCCCNc1ccc(C(=O)OCCN(C)C)cc1
  -3 | -13
2. O=C(O)CCC(=O)c1ccc(-c2ccccc2)cc1
  -6 | -11

The whole of this part, from the first entry:
Below each compound – TAG inh DAPI viability | TAG inh
1. CCCCNc1ccc(C(=O)OCCN(C)C)cc1
  -3 | -13
2. O=C(O)CCC(=O)c1ccc(-c2ccccc2)cc1
  -6 | -11
3. CN(C)CCC[C@]1(c2ccc(F)cc2)OCc2cc(C#N)ccc21
  -8 | 7
4. C/C=C/C(=O)N(CC)c1ccccc1C
  -7 | -3
5. COc1ccccc1N1CCN(CCCN=C2CC(=O)N(C)C(=O)N2C)CC1
  9 | -1
6. CCN(CC)CCOC(=O)c1ccc(N)cc1
  -1 | 0
7. COc1ccc(C2CNC(=O)C2)cc1OC1CCCC1 (centres undefined)
  -4 | 5
8. Cc1c(C(=O)O)c(O)cc2c1C(=O)c1c(O)c([C@@H]3O[C@H](CO)[C@@H](O)[C@H](O)[C@H]3O)c(O)c(O)c1C2=O
  13 | 10
9. COc1cc(-c2oc3cc(O)cc(O)c3c(=O)c2O[C@@H]2O[C@H](COC3O[C@@H](C)[C@H](O)[C@@H](O)[C@H]3O)[C@@H](O)[C@H](O)[C@H]2O)ccc1O (some centres undefined)
  0 | -9
10. C/C=C(/C)C(=O)OC(C)(C)[C@@H]1Cc2c(ccc3ccc(=O)oc23)O1
  21 | -10
11. CN1CCCN=C1COC(=O)C(O)(c1ccccc1)C1CCCCC1 (centres undefined)
  0 | 1
12. N[C@@H](Cc1c[nH]c2ccc(O)cc12)C(=O)O
  0 | -8
13. CC1Cc2ccccc2N1NC(=O)c1ccc(Cl)c(S(N)(=O)=O)c1 (centres undefined)
  -4 | -3
14. Cc1cccc2c1NC(=O)C2(c1ccc(O)cc1)c1ccc(O)cc1
  -10 | 19
15. CC12CCC(=O)C=C1CCC1C2CCC2(C)C1CCC2(O)C(=O)CO (centres undefined)
  12 | -3
16. C1COC(NC(C2CC2)C2CC2)=N1
  2 | 2
17. CCc1ccc(CCOc2ccc(CC3SC(=O)NC3=O)cc2)nc1 (centres undefined)
  -5 | -2
18. COc1ccc(C[C@H]2COC(=O)[C@@H]2Cc2ccc(OC3OC(CO)C(O)C(O)C3O)c(OC)c2)cc1OC (some centres undefined)
  13 | -22
19. Oc1cc2c(cc1O)[C@H]1c3ccc(O)c(O)c3OC[C@@]1(O)C2
  -9 | 10
20. COc1cc([C@@H]2Oc3cc(C4Oc5cc(O)cc(O)c5C(=O)[C@H]4O)ccc3O[C@H]2CO)ccc1O (some centres undefined)
  -10 | 1
21. CCCCCC(=O)O[C@]1(C(C)=O)CC[C@H]2[C@@H]3CCC4=CC(=O)CC[C@]4(C)[C@H]3CC[C@@]21C
  -14 | -8
22. NC1CCN(c2nc3c(cc2F)c(=O)c(C(=O)O)cn3-c2ccc(F)cc2F)C1 (centres undefined)
  -4 | 2
23. O=C(O)c1cccnc1Nc1cccc(C(F)(F)F)c1
  -8 | 1
24. CC(=O)CCCCn1c(=O)c2c(ncn2C)n(C)c1=O
  -4 | 2

In the list so far, these have sulfur:
Below each compound – TAG inh DAPI viability | TAG inh
13. CC1Cc2ccccc2N1NC(=O)c1ccc(Cl)c(S(N)(=O)=O)c1 (centres undefined)
  -4 | -3
17. CCc1ccc(CCOc2ccc(CC3SC(=O)NC3=O)cc2)nc1 (centres undefined)
  -5 | -2

Grouped by structure: the compounds so far with a COOH group
Below each compound – TAG inh DAPI viability | TAG inh
2. O=C(O)CCC(=O)c1ccc(-c2ccccc2)cc1
  -6 | -11
8. Cc1c(C(=O)O)c(O)cc2c1C(=O)c1c(O)c([C@@H]3O[C@H](CO)[C@@H](O)[C@H](O)[C@H]3O)c(O)c(O)c1C2=O
  13 | 10
12. N[C@@H](Cc1c[nH]c2ccc(O)cc12)C(=O)O
  0 | -8
22. NC1CCN(c2nc3c(cc2F)c(=O)c(C(=O)O)cn3-c2ccc(F)cc2F)C1 (centres undefined)
  -4 | 2
23. O=C(O)c1cccnc1Nc1cccc(C(F)(F)F)c1
  -8 | 1
